SKKanGAS inh = blocks kanamycin growth of S. pyogenes SKKanGAS strain. BacTiter-Glo, 6 h. inhibition, % at 7.5 µM. hit rate 1.3% among 300,000. AID 1662;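 active = mean replicate score, as percent of positive control median, at least 50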;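 also: strain carries kanamycin resistance gene driven by streptokinase promoter and grows in 40 µg/ml kanamycin; loss of luminescence reflects streptokinase promoter inhibition or plain growth inhibition; 0% = median of DMSO wells and 100% = positive control at its reference dose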
IEC-6 cytotox = counter-screen for KLF5 inhibitors: cytotoxicity in IEC-6 cells; hit rate 0.78% among 290,000; IEC-6 cytotoxicity, luminescence viability; inhibition, % at 5 µM; in the data active = inhibition above about 22%;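 also: 0% = plate median of test compound wells and 100% = cytotoxic reference compound wells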
MrgX1 antagonist = antagonists of human MrgX1 receptor; MRGX1-HEK293 calcium flux, Fluo-4, BAM8-22 antagonism; hits give low values; B-score at 10 µM; hit rate 1.3% among 310,000;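 active = calcium-response B-score plate-corrected more than 3 library SD below zero, starting fluorescence within 5 deviations, no agonist response on first addition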;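 also: peak minus trough fluorescence over baseline after final BAM8-22 challenge near maximal dose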
TRPC4 agonist = activators of mouse TRPC4 channel | Q9QUQ5 | B-score at 10 µM | HEK293 TRPC4beta/mu-opioid, Fluo4 calcium fluorescence; hits give high values | hit rate 0.49% among 310,000 | AID 2237;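 active = B-score above 5 SD of library B-scores, and initial fluorescence ratio not above library mean plus 5 SD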;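 also: positive B-score marks a calcium rise read as TRPC4 activation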
Target sequence (Q9QUQ5 whole entry, looked up): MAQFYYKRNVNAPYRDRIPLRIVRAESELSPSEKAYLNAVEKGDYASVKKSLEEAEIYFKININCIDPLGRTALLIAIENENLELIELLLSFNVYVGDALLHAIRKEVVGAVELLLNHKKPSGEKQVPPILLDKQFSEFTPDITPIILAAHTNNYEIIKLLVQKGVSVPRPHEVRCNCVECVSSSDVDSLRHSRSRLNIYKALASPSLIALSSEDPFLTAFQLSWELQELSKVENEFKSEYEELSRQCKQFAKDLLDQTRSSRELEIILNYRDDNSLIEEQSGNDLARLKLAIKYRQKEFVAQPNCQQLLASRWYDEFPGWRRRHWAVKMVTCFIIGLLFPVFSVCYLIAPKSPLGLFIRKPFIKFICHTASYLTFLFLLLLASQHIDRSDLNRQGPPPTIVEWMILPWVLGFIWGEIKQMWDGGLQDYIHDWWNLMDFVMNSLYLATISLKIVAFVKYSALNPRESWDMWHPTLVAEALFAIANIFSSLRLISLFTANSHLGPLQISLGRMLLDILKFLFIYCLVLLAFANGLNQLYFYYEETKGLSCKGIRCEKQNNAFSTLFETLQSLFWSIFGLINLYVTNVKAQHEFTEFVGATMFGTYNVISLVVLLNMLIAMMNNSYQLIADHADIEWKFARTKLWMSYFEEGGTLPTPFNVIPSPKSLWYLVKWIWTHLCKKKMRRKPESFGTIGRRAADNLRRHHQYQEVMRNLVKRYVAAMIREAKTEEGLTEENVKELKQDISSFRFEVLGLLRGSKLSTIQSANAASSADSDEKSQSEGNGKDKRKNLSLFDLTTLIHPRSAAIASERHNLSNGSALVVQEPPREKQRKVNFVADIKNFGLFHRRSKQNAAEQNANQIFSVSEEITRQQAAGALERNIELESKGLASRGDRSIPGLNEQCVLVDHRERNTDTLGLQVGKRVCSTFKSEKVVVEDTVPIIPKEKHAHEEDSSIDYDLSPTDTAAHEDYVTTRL
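Assay system – TRPC4beta and mu-opioid receptor HEK293 stable cells · Measured by – Fluo4 fluorescence, kinetic · Schedule – dye loading 45 min room temperature, 110 s kinetic read · Read-out – B-scored integrated calcium fluorescence ratio · Controls – buffer and maximal DAMGO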
TRPC6 inh = blocks the mouse TRPC6 cation channel; Q61143; HEK293-TRPC6, membrane potential dye, ACh-evoked depolarization; hits give low values; B-score at 10 µM; hit rate 1.1% among 310,000; AID 2553;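 active = B-score under library mean minus 3 SD, initial fluorescence not abnormally high, positive integrated signal ratio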;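 also: B-score derived from integrated fluorescence ratio over the kinetic read; more negative B-score means stronger inhibition of depolarization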
KLF5 inh = inhibitors of KLF5 expression | hit rate 0.23% among 290,000 | inhibition, % at 5 µM | AID 1700 | DLD-1 KLF5 promoter-luciferase reporter, luminescence;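 active = inhibition above a per-plate limit of that plate's mean compound inhibition plus 3 SD, cut at about 60% in these data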;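 also: 0% = DMSO wells and 100% = LY294002 at 200 µM; higher means less KLF5 promoter-driven luciferase light; inactives centre near -14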
TRPC4 PAM = TRPC4 (mouse) allosteric potentiation; HEK293 TRPC4beta/mu-opioid, DAMGO EC20, Fluo-4 Ca2+ flux; hits give high values; B-score at 10 µM; hit rate 0.42% among 310,000; AID 2227;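 active = B-score of calcium response area above 5 SD of library B-scores, with initial fluorescence ratio within 5 SD of library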;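 also: B-score of integrated fluorescence ratio over time as area under calcium response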
aSyn 5UTR inh = 5' untranslated region of α-synuclein, MLPCN primary screen; alpha-synuclein 5'UTR reporter, inhibitor activity; inhibition, % (tested at 7.5 µM); hit rate 0.82% among 300,000; AID 1813; in the data active = inhibition above about 60%;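 also: H4 neuroglioblastoma cells stably carrying SNCA 5'UTR luciferase fusion; 0% = DMSO wells and 100% = positive control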
TRPC6 activator = activates the mouse TRPC6 cation channel; Q61143; HEK293-TRPC6 membrane potential dye fluorescence; hits give high values; B-score at 10 µM; hit rate 0.13% among 310,000;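 active = B-score of the integrated fluorescence ratio above library mean plus 3 SD, and starting fluorescence ratio within library mean plus 5 SD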;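 also: higher score means more depolarization so channel activation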
HIF act = HIF pathway transcriptional activation | U2OS HRE-luciferase reporter, luminescence; normalized: DMSO 0%, desferrioxamine 100% | AID 1910 | activation, % at 7.5 µM (by protocol) | hit rate 0.32% among 300,000;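 active = mean activation of at least 10% of the iron chelator positive control signal, with at least half of replicates also reaching 10%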
TRPC4 block = inhibitors of mouse TRPC4 channel; HEK293 TRPC4beta/mu-opioid, DAMGO-evoked Fluo4 calcium flux; hits give low values; Q9QUQ5; hit rate 0.39% among 300,000; B-score at 10 µM;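 active = B-score over 3 SD under the library average, no early fluorescence shift, positive overall ratio signal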
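Assay system: HEK293 cells with stable TRPC4beta plus mu-opioid receptor expression; Probe or stimulus: DAMGO in two steps, submaximal then maximal; Dosing: single-point compound dosing; Measured by: Fluo4 calcium-dye fluorescence, kinetic read; Read-out basis: B score from integrated Fluo4 fluorescence ratio.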
* marks the source's active call; other numbers are inactive results; i = inactive; · = not tested or not shown.

SMILES	SKKanGAS inh	IEC-6 cytotox	MrgX1 antagonist	TRPC4 agonist	TRPC6 inh	KLF5 inh	TRPC4 PAM	aSyn 5UTR inh	TRPC6 activator	HIF act	TRPC4 block
O=C(COc1ccccc1[N+](=O)[O-])Nc1ccc(N2CCN(C(=O)c3cccs3)CC2)cc1	34	-6	i	i	i	7	i	2	i	0.1	i
Cc1cc(=O)[nH]c(SCC(=O)c2ccc3c(c2)NC(=O)CO3)n1	2	5	i	i	i	-12	i	4	i	-0.2	i
O=c1[nH]c(=O)n(CCOc2ccc(Cl)cc2)cc1Br	-9	-1	i	i	i	-28	i	30	i	-0.1	i
CCCn1c(N)c(N(CCOC)C(=O)c2ccc([N+](=O)[O-])c(C)c2)c(=O)[nH]c1=O	-6	1	i	i	i	-20	i	2	i	-0.2	i
CCN(C(=O)COC(=O)c1ccccc1NCCO)C1CCS(=O)(=O)C1 (stereo not drawn)	-4	·	i	i	i	·	i	-14	i	-0.2	i
Cc1oc(C(C)(C)C)cc1C(=O)Nc1ccc(C(=O)O)cc1	-3	11	i	i	i	-71	i	-93	i	0.8	i
COc1ccc(NC(=O)C2CCN(S(=O)(=O)c3ccc(Br)s3)CC2)cc1OC	2	0	i	i	i	-16	i	-34	i	-2.2	i
Cc1ccc(Nc2ccncc2S(N)(=O)=O)cc1	-1	·	i	i	i	·	i	2	i	-0.3	i
CSc1nc(NCCCO)c2c3c(sc2n1)CN(C)CC3	-1	-6	i	i	i	7	i	30	i	1.6	i
COc1ccc(N=C2SCC(=O)N2CCc2ccc(OC)c(OC)c2)cc1	5	4	i	i	i	-10	i	-13	i	-0.2	i
COc1ccc(NC(C)=O)cc1S(=O)(=O)Nc1ccc2c(c1)OCCO2	-1	4	i	i	i	-3	i	-23	i	-0.7	i
O=C1NNC(c2ccccc2)=N/C1=C\c1ccccc1	3	4	i	i	i	2	i	1	i	-0.6	i
Cc1nn(C)c(C(=O)Nc2ccc(S(=O)(=O)NC34CC5CC(CC(C5)C3)C4)cc2)c1Br	53*	-1	i	i	i	-21	i	24	i	-0.8	i
Cc1cc(C)n2cc(CSc3ccccn3)nc2n1	-4	5	i	i	i	-10	i	-25	i	0.4	i
Cc1ccc(Nc2nc(C(=O)N3CCC(C(=O)N4CCN(C)CC4)CC3)cs2)cc1	0	0	-8.2*	i	i	-32	i	-24	i	0.5	i
O=C(NCc1ccccc1)C1=C[C@H](c2ccc(C(F)(F)F)cc2)C[C@H](OCc2ccc(CO)cc2)O1	19	1	i	i	i	-2	19*	2	i	0.2	i
O=C(NC1CC1)C1=C[C@H](c2c[nH]c3ccccc23)C[C@H](OCc2ccc(CO)cc2)O1	2	·	i	i	i	·	11*	17	i	0.3	i
CC1CCCN(S(=O)(=O)c2ccc(NC(=O)CN3CCCCC3)cc2)C1 (stereo not drawn)	3	7	i	i	i	-14	i	-3	i	0.9	i
O=C(O)C[C@H]1c2ccccc2S(=O)(=O)N1C1CCCCC1	-1	·	i	i	i	·	i	-2	i	-0.1	·
NC(=O)Cn1cc(/C=N/NC(=O)c2ccc(Cn3cc(Cl)cn3)o2)c(-c2ccccc2)n1	·	4	i	i	i	-20	i	·	i	·	i

By substructure: the compounds so far with two or more sulfur atoms.
SMILES	SKKanGAS inh	IEC-6 cytotox	MrgX1 antagonist	TRPC4 agonist	TRPC6 inh	KLF5 inh	TRPC4 PAM	aSyn 5UTR inh	TRPC6 activator	HIF act	TRPC4 block
COc1ccc(NC(=O)C2CCN(S(=O)(=O)c3ccc(Br)s3)CC2)cc1OC	2	0	i	i	i	-16	i	-34	i	-2.2	i
CSc1nc(NCCCO)c2c3c(sc2n1)CN(C)CC3	-1	-6	i	i	i	7	i	30	i	1.6	i

The results go on.
SMILES	SKKanGAS inh	IEC-6 cytotox	MrgX1 antagonist	TRPC4 agonist	TRPC6 inh	KLF5 inh	TRPC4 PAM	aSyn 5UTR inh	TRPC6 activator	HIF act	TRPC4 block
Cc1ccc(CNC(=O)CSCc2ccccc2)cc1	-4	1	i	i	i	-22	i	-20	i	0.6	i
COc1cc2c(cc1OC)/C(=C/C(=O)c1cccc([N+](=O)[O-])c1)NCC2	3	11	i	i	i	-43	i	42	i	-0.5	i
Fc1ccccc1Cc1noc(CN2CCN(c3ccc(Cl)cn3)CC2)n1	-2	-1	i	i	i	-25	i	1	i	-0.7	i
Clc1ccc2nc(-c3ccc(Cl)nc3)[nH]c2c1	14	11	i	i	i	-127	i	-293	i	3.3	i
CN(C)CCCC(C)(O)C(C)(C)c1ccccc1 (stereo not drawn)	2	10	i	i	i	-14	i	12	i	0.0	i
CCN(CC)CCNC(=O)C1CCCCN1S(=O)(=O)c1cccc([N+](=O)[O-])c1 (stereo not drawn)	5	-2	i	i	i	-27	i	1	i	-0.9	i
CCCOc1ccc(CNC(=O)c2ccc3c(c2)N(CC)CCS3)cc1	6	0	i	i	i	-22	i	19	i	-0.1	i
O=C(CN1CCN(c2ccccn2)CC1)Nc1ccc([N+](=O)[O-])cc1C(=O)Nc1ccccc1F	13	-8	i	i	i	-20	i	18	i	-0.3	i
COc1ccc(-c2cc(C(=O)Nc3c(F)cc(F)cc3Br)no2)cc1	-13	-9	i	i	i	-41	i	-23	i	1.1	i
CN(C)C(=O)c1cn(-c2ccccc2)nc1-c1cccs1	3	0	i	i	i	4	i	-10	i	0.0	i
C#CCOC(=O)CCCC(=O)Nc1ccccc1OC	1	-7	i	i	i	12	i	-2	i	-0.4	i
CC(=O)CSc1nnc(-c2ccco2)n1-c1ccccc1	-1	-1	i	i	i	-25	i	9	i	0.4	i
COc1ccc(/C(N)=N/OC(=O)CCC2CCCC2)cc1	5	-4	i	i	i	-62	i	-71	i	0.4	i
Cc1ccc(N(C(=O)c2csnn2)C(C(=O)NC2CCCCC2)c2cccnc2)cc1C (stereo not drawn)	1	1	i	i	i	-5	i	11	i	-0.6	i
Cc1csc2nc(NC(=O)c3ccccc3)sc(=O)c12	6	3	i	i	i	1	i	-97	i	2.5	i
COc1ccc(CC(NC(C)=O)C(=O)NC2CCN(C(=O)NCc3ccccc3)CC2)cc1OC (stereo not drawn)	·	-2	i	i	i	8	i	-6	i	-0.4	i
Cn1cnnc1SCc1ccccc1Br	2	-4	i	i	i	6	i	-4	i	-0.1	i
O=C(NCc1ccccc1F)C(=O)NCC1OCCCN1S(=O)(=O)c1cccs1 (stereo not drawn)	-3	-4	i	i	i	-24	i	-2	i	-0.2	i
Cc1ccc(Sc2ncccc2C(=O)NCC(c2ccc(F)cc2)N2CCOCC2)cc1C (stereo not drawn)	2	·	i	i	i	·	i	-4	i	-0.3	i
O=S(=O)(NC1CC1)c1cccc(S(=O)(=O)N2CCCC2)c1	-1	-4	i	i	i	-6	i	0	i	-0.8	i

An excerpt from above, showing only TRPC4 PAM, TRPC4 block and MrgX1 antagonist.
Structure,TRPC4 PAM,TRPC4 block,MrgX1 antagonist
Cc1csc2nc(NC(=O)c3ccccc3)sc(=O)c12,i,i,i
COc1ccc(CC(NC(C)=O)C(=O)NC2CCN(C(=O)NCc3ccccc3)CC2)cc1OC (stereo not drawn),i,i,i
Cn1cnnc1SCc1ccccc1Br,i,i,i

Back to the main list, starting 2 compounds before the break.
SMILES	SKKanGAS inh	IEC-6 cytotox	MrgX1 antagonist	TRPC4 agonist	TRPC6 inh	KLF5 inh	TRPC4 PAM	aSyn 5UTR inh	TRPC6 activator	HIF act	TRPC4 block
Cc1ccc(Sc2ncccc2C(=O)NCC(c2ccc(F)cc2)N2CCOCC2)cc1C (stereo not drawn)	2	·	i	i	i	·	i	-4	i	-0.3	i
O=S(=O)(NC1CC1)c1cccc(S(=O)(=O)N2CCCC2)c1	-1	-4	i	i	i	-6	i	0	i	-0.8	i
CCCc1nc2oc3c(NCCOCCO)ncnc3c2c2c1COC(C)(C)C2	-9	2	i	i	i	-14	i	39	i	0.2	i
CCCCCCC1CC(CCc2nc(=S)[nH][nH]2)C(=O)O1 (stereo not drawn)	-20	1	i	i	i	-26	i	14	i	0.4	i
Cc1cnc(C(=O)OCC(=O)C23CC4CC(CC(C4)C2)C3)cn1	-2	-11	i	i	i	-20	i	10	i	0.0	i
COc1ccc(OC)c(C(=O)CN2C(=O)NC(C)(c3ccccc3)C2=O)c1 (stereo not drawn)	-4	-3	i	i	i	0	i	14	i	-1.0	i
CC(C)c1ccc(NC(=O)C(c2ccccc2)N(C)C(=O)CCc2c[nH]c3ccccc23)cc1 (stereo not drawn)	22	·	i	i	i	·	i	-31	i	0.3	i
Cn1cnc2c(=O)[nH]cc([N+](=O)[O-])c21	1	3	i	i	i	-18	i	11	i	0.0	i
NC(=O)COc1ccc(NS(=O)(=O)Cc2ccccc2)cc1	1	-5	i	i	i	-28	i	-7	i	-1.1	i
CCOc1cc(NC(=S)NCC2CCCO2)c(OCC)cc1NC(=O)CC(C)C (stereo not drawn)	1	3	i	i	i	-34	i	22	i	-0.6	i
COc1ccc(C2OCC3(CO2)SC(=O)NC3=O)cc1 (stereo not drawn)	-10	-4	i	i	i	-23	i	3	i	-0.2	i
COc1ccc(NC(C)=[N+](C)CCNS(=O)(=O)c2ccc(Cl)cc2)cc1	-1	3	i	i	i	-6	i	-2	i	1.0	i
COc1ccc2c(c1OC)C(=O)N(c1cccc(/C=C/C(=O)O)c1)C2	6	-4	i	i	i	-17	i	11	i	-14	i
COc1ccc2nc(NC(=O)C3CC(=O)N(c4ccccc4)C3)sc2c1 (stereo not drawn)	8	8	i	i	i	0	i	9	i	0.1	i
CCOC(=O)CC1(NC(=O)c2cc(COc3cccc(OC)c3)on2)CCCCC1	0	-3	i	i	i	3	i	-2	i	-0.4	i
COc1cc(C(=O)Nc2nc3ccc(S(=O)(=O)N4CCOCC4)cc3s2)cc(OC)c1OC	12	-2	i	i	i	-1	i	12	i	-0.8	i
O=C(Cn1cc(C(=O)C(F)(F)F)c2ccccc21)Nc1ccccc1F	1	0	i	i	i	2	i	0	i	0.6	i
CCN1CCSc2ccc(C(=O)NCc3cccc(F)c3)cc21	-8	9	i	i	i	-18	i	8	i	0.9	i
CCOc1ccc(C(=O)NNC2CC(=O)N(Cc3ccc(Cl)cc3)C2=O)cc1OC (stereo not drawn)	-6	-1	i	i	i	-6	i	-1	i	0.2	i
Cc1cccc(NC(=O)c2cc3c([nH]c4ccccc43)c(C)n2)c1C	0	0	i	i	i	2	i	-22	i	0.4	i
O=C(CSc1n[nH]c(=O)n1Cc1ccco1)N1CCOCC1	-2	-3	i	i	i	-39	i	-2	i	0.3	i
CCN(c1ccccc1)S(=O)(=O)c1cnc[nH]1	-4	3	i	i	i	-9	i	-5	i	-27	i
